High-throughput results as filed in PubChem BioAssay.
Mtb FBA inh – Mtb FBA enzyme inhibitors, primary screen, biochemical, fluorescence, strain H37Rv; purified M. tuberculosis FBA, fluorescence read-out; 360,000 tested, 2.3% active; inhibition, % at 1 µM; Fructose-bisphosphate aldolase (Mycobacterium tuberculosis (strain ATCC 25618 / H37Rv)), …; in the data active = inhibition above about 27%;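 note: 0% = vehicle and 100% = reference inhibitor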
Target sequence (P9WQA3 whole entry, looked up): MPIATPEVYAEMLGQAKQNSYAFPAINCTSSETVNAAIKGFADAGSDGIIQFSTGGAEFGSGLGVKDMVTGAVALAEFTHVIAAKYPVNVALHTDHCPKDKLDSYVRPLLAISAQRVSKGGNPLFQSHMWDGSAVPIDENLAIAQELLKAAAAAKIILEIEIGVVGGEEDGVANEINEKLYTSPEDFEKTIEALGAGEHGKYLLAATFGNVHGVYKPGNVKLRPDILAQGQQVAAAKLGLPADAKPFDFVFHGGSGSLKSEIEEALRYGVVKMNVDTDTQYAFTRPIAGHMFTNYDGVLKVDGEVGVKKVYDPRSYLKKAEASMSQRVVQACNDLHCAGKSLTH
GDH-TPI inh – GDH-TPI coupling enzyme inhibitors, primary screen, artefact control for M. tuberculosis FBA inhibitor project, biochemical, absorbance, full deck. GDH-TPI coupled enzyme counterscreen, NADH absorbance. inhibition, % at 4.8 µM. 360,000 tested, 1.2% active. AID 588335, 2011; in the data active = inhibition above about 30%;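 note: 0% = DMSO wells and 100% = wells lacking the enzyme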
BH1578 lux ind – inducers of Vibrio cholerae quorum light production without autoinducers, primary screen, BH1578 luxS cqsA deficient, single point; activation, % at 18.7 µM; V. cholerae BH1578 lux reporter, luminescence, 6 h; 350,000 tested, 0.16% active; AID 588436, 2011; in the data active = activation mostly above about 9.7%, no sharp cut-off; note: not every result past the cut was called active; inactives centre near 0; reference of the scale not given here
Yp Topo-I inh – Yersinia pestis topoisomerase I inhibitors, primary screen, biochemical, cleavage product accumulation, plate reader, single point | activity, % at 10 µM | Y. pestis Topo-I cleavage product accumulation | AID 504884, 2011 | 360,000 tested, 0.064% active; in the data active = activity above about 50%, passing the limit was not always enough; note: inactives centre near 2
BioA inh – M. tuberculosis BioA enzyme inhibitors, primary screen, biochemical, plate reader, single point, HTS | purified M. tuberculosis BioA enzyme | inhibition, % at 9.99 µM | 360,000 tested, 0.096% active | AID 602481, 2012; in the data active = inhibition above about 40%
TcdB inh – TcdB glycohydrolase inhibitors, primary screen, biochemical, single point, plate reader; TcdB glycohydrolase enzymatic assay; inhibition, % at 9.99 µM; Toxin B (Clostridioides difficile), P18177; 350,000 tested, 0.24% active; AID 652162, 2013; in the data active = inhibition above about 10%
FadD28 binding – inhibitors of FadD28 bisubstrate probe binding, primary screen, biochemical, fluorescence polarization, single point; 360,000 tested, 0.22% active; inhibition, % at 12.5 µM; Mycobacterium tuberculosis FadD28 fatty-acid-AMP ligase; AID 588549, 2011; in the data active = inhibition above about 8.5%, passing the limit was not always enough
PfHsp40 rescue – rescue of yeast from PfHsp40 toxicity, primary screen, S. cerevisiae, ATP luminescence; S. cerevisiae expressing PfHsp40, growth rescue; growth rescue, % at 12.5 µM; 340,000 tested, 0.68% active; AID 504582, 2011; in the data active = growth rescue above about 28%, passing the limit was not always enough;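 note: yeast W303a lacking pdr1 and pdr3 grown in galactose medium; growth measured after three days at 30 °C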
Mtb UGM inh – M. tuberculosis UGM enzyme inhibitors, primary screen, biochemical, fluorescence polarization, single point | purified UGM, fluorescence polarization probe displacement | inhibition, % at 10 µM | 320,000 tested, 0.06% active; in the data active = inhibition above about 10%, passing the limit was not always enough
Target sequence (P9WIQ1 whole entry, looked up): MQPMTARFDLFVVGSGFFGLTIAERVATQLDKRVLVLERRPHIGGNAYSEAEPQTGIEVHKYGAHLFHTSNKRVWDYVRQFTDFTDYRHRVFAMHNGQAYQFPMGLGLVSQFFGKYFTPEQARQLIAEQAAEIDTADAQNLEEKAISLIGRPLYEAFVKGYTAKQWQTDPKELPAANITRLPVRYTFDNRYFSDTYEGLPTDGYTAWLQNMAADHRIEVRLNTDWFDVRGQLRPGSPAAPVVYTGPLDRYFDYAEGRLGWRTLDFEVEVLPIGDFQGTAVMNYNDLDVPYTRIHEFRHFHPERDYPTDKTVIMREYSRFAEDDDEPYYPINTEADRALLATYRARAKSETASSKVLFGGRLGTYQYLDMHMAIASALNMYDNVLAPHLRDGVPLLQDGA
The depositor's hits bear a star; i = inactive; · = no result given; & = joins results of further samples.

SMILES	Mtb FBA inh	GDH-TPI inh	BH1578 lux ind	Yp Topo-I inh	BioA inh	TcdB inh	FadD28 binding	PfHsp40 rescue	Mtb UGM inh
C[C@@H]1CN([C@H](C)CO)C(=O)CCCn2nncc2CO[C@@H]1CN(C)C(=O)Oc1cccc2ccccc12	2.2	5.2	-2.4	23.5	-0.2&-1.0&0.4	-0.7&-0.4&0.3	-1.3	·	·
CCn1c(C)c(CS(=O)(=O)c2ccccc2)[nH]c1=O	7.6	1.3	-0.3	4.6	·	1.0	0.2	-0.5	2.0
CC(NC(=O)CCCCCNC(=O)N1CCn2c1nc1ccccc12)c1ccccc1 (stereo not drawn)	-1.1	-1.6	-0.5	19.2	-0.3	0.7	-0.5	1.8	-4.6
COC(=O)Cc1ccc(NC(=O)c2ccc3c(c2)C(=O)N(CC2CCCO2)C3=O)cc1 (stereo not drawn)	-2.3	6.5	-0.4	-2.2	-0.1	1.6	-1.2	0.2	1.4
CCN1CCN(C(=O)c2ccc(COc3cccc(Cl)c3)o2)CC1	0.1	-4.6	i	9.1	1.3	0.1	-1.1	-0.5	-0.2
COc1cc(-c2nnc(-c3ccccc3)o2)cc(OC)c1OC	7.7	11.1	i	19.6	0.6	·	-1.7	2.1	1.0
Cc1nc2ccc(C(=O)N(C)Cc3ccco3)cn2c1N(C)C(=O)CCc1ccccc1	-1.2	-3.9	-4.5	-3.1	0.4	3.3	-4.6	·	·
Cc1ccccc1-c1nc(CS(=O)(=O)CC(=O)NCCN2CCOCC2)c(C)o1	-0.2	9.3	-1.1	7.5	-1.0	1.2	-3.6	1.1	1.6
CC(=O)c1ccc(NC(=O)c2cccs2)cc1	-0.8	9.8	-1.5	2.4	·	3.1	-3.8	0.8	0.9
Cc1cc(-c2onc(C)c2C(=O)Oc2ccc(Cl)cc2)no1	0.1	-4.2	i	-3.5	·	2.3	-4.4	1.6	-1.5
O=C(NCCc1ccccc1)/C(=N\O)c1ccccc1	0.7	1.3	i	3.5	-0.8	·	-2.7	-1.1	1.1
Cn1cc(C(=O)N2CCCCC2)c2ccccc21	2.6	-1.2	i	2.2	·	1.5	0.1	2.2	0.6
Cc1noc(C)c1S(=O)(=O)N(C)C[C@H]1OCc2cnnn2CCCC(=O)N([C@H](C)CO)C[C@@H]1C	-1.3	6.2	-0.3	11.4	-1.9	-2.9&-0.9	-0.4	·	·
CC(C)c1cccc(-c2csc(C(O)c3ccccc3)n2)c1 (stereo not drawn)	-1.7	12.5	0.5	17.3	-1.2	0.9	-1.4	·	·
O=C(Nc1cccs1)Nc1c(F)cc(F)cc1Br	-2.3	7.0	-0.3	2.5	·	·	1.3	-0.1	4.7
COc1ccc(N2CCN(CC(O)COc3ccc(C)c(C)c3)CC2)cc1 (stereo not drawn)	2.0	7.3	-0.6	15.1	1.6	1.9	1.3	-1.7	3.5
O=C(Nc1nonc1NC(=O)C1CCCCC1)C1CCCCC1	-2.2	-5.9	i	1.1	-2.4	·	-3.6	-2.2	4.1
N#Cc1nc(Cc2cccc3ccccc23)oc1N1CCCCC1	4.0	8.2	·	0.3	-0.1	·	-2.0	9.3	-2.2
CC(=O)c1cc(C)ccc1OC(=O)CCN1C(=O)C2C3c4ccccc4C(c4ccccc43)C2C1=O (stereo not drawn)	0.6	11.9	-0.4	4.3	-3.5	·	-0.5	2.5	0.1
O=C(Nc1nccs1)c1ccccc1[N+](=O)[O-]	2.6	10.6	i	3.4	·	4.9	0.9	-0.8	4.2
COc1ccc(S(=O)(=O)NCCc2c(C)nn(C)c2Oc2ccccc2)cc1	-1.8	1.8	-0.3	26.7	·	·	-3.1	0.6	-4.3
Cc1ccc(C(C(=O)NC2CCCCC2)N2CCOCC2)cc1 (stereo not drawn)	-1.1	-2.7	i	-0.7	-2.5	·	0.1	0.5	-1.0
COCCN1C[C@@H](CO)O[C@@H](n2cnc3c(NCc4ccco4)ncnc32)C1	2.5	10.6	-1.7	-1.7	0.3	0.6	-2.3	·	·
Cc1cc(C)c(C#N)c(N2CCN(C(=O)C3COc4ccccc4O3)CC2)n1 (stereo not drawn)	12.5	3.5	-0.4	11.8	0.0	0.1	-2.0	-0.1	0.2
CO[C@H]1/C=C/O[C@@]2(C)Oc3c(C)c(O)c4c(O)c(c(C=NN5CCN(C)CC5)c(O)c4c3C2=O)NC(=O)/C(C)=C\C=C\[C@H](C)[C@H](O)[C@@H](C)[C@@H](O)[C@@H](C)[C@H](OC(C)=O)[C@@H]1C	-7.2	13.0	i	5.6	4.2	-15.9	-2.3	-0.7	4.1
COC(=O)c1cc2sccc2n1CC(=O)N1CCCc2ccccc21	-1.8	-7.5	-8.3	5.8	19.8	·	-4.3	-0.2	-0.6
O=C(CN1CCN(C(=O)c2ccco2)CC1)Nc1cccc(S(=O)(=O)N2CCCC2)c1	-0.4	10.7	-0.5	10.0	-0.9	1.2	0.5	-0.5	4.0
COc1ccc(-c2cc(C(F)(F)F)nc(-n3cncn3)n2)cc1	23.1	26.9	0.7	-1.3	4.0	·	-1.6	-0.4	0.2
CCN(Cc1ccccc1)Cc1c(C)[nH]c2c(C)c(C)ccc2c1=O	6.7	-0.6	i	1.0	-1.3	·	-4.3	0.8	0.3
CC1(C)CC(=O)C=C(c2ccc(COC(=O)C(c3ccccc3)c3ccccc3)cc2)C1=O	-1.7	-10.3	-0.7	38.7	1.8	-0.9	-3.2	·	·
CCOC(=O)CSc1nc2c(c(=O)[nH]1)C(C)(CC)Cc1ccccc1-2 (stereo not drawn)	-0.7	4.0	i	11.9	2.5	0.5	-3.3	3.6	1.0
O=C(COC(=O)C1CC1)NC(=O)c1ccccc1	-1.9	9.3	0.7	2.5	-0.2	0.0	-3.2	-0.6	4.0
COc1ccc(S(=O)(=O)N2CC(=O)Nc3ccccc32)cc1Cl	-2.5	5.5	i	-3.1	-1.4	1.3	-0.5	1.2	2.8
Cc1ccc(C(=O)OCC(=O)NCc2ccccc2)s1	-2.8	0.0	-0.4	5.1	-0.6	0.3	-2.6	·	·
CCCC(=O)Nc1nnc(-c2ccc3c(c2)OCCO3)o1	-1.1	-4.3	-0.5	-7.3	·	0.3	-3.0	0.3	-0.3
CC(NC(=O)CN(c1ccc(Cl)cc1)S(C)(=O)=O)c1ccccc1 (stereo not drawn)	-0.8	-7.4	7.8	-2.2	-0.3	0.2	-3.9	-1.6	0.3
N#Cc1c(Nc2ccc(F)cc2)sc(C(=O)c2ccccc2)c1N	-7.0	6.8	-0.2	-4.7	·	1.9	0.9	0.9	0.1
Cn1c(SCC(=O)NNC(=O)c2ccc(Cl)cc2)nnc1-c1cccnc1	1.1	-1.9	-0.3	0.7	·	-1.4	0.1	0.3	1.7
CCC(=O)c1ccc(OCC(O)CNC(C)c2ccccc2)cc1 (stereo not drawn)	-0.4	4.0	-0.1	14.9	1.4	·	-1.7	-0.3	-0.1
Cc1onc(-c2c(F)cccc2Cl)c1C(=O)Nc1cccc(S(=O)(=O)NC2=NCCC2)c1	-1.5	1.1	-0.9	-5.1	-1.3	4.1	-3.3	0.2	3.2

Quoted at random: two records from the list
SMILES	Mtb FBA inh	GDH-TPI inh	BH1578 lux ind	Yp Topo-I inh	BioA inh	TcdB inh	FadD28 binding	PfHsp40 rescue	Mtb UGM inh
Cc1ccc(C(=O)OCC(=O)NCc2ccccc2)s1	-2.8	0.0	-0.4	5.1	-0.6	0.3	-2.6	·	·
O=C(COC(=O)C1CC1)NC(=O)c1ccccc1	-1.9	9.3	0.7	2.5	-0.2	0.0	-3.2	-0.6	4.0

More entries follow.
SMILES	Mtb FBA inh	GDH-TPI inh	BH1578 lux ind	Yp Topo-I inh	BioA inh	TcdB inh	FadD28 binding	PfHsp40 rescue	Mtb UGM inh
CC(=O)Nc1ccc(CN2CCCC(CO)(Cc3ccccc3C)C2)cc1 (stereo not drawn)	-1.9	3.4	i	1.4	·	-0.5	0.0	0.9	-0.2
O=C1/C(=C/c2cccs2)SC(=S)N1N1CCOCC1	-10.2	2.6	i	-10.3	-0.2	1.4	-2.3	0.1	-0.9
Nc1ncc(P(=S)(N2CCOCC2)N2CCOCC2)s1	-1.9	7.8	i	0.4	1.7	·	-0.9	-0.1	1.1
CN(C)S(=O)(=O)c1ccc(C(=O)OCCCN=C2NS(=O)(=O)c3ccccc32)cc1	-0.7	7.2	-0.5	0.8	2.8	-0.1	-0.4	-1.6	4.2
O=C(c1ccccc1)c1nc2c(n1O)CCCCC2	-2.7	18.3	-0.3	-10.0	-1.4	1.2	-0.4	-1.0	1.3
CCn1c(CC(=O)Nc2ccccc2OC)nnc1SCC(=O)Nc1ccccc1F	2.4	-6.9	2.8	2.8	1.7	0.2	-1.6	0.9	0.6
CCOc1ccc(C2c3c(oc4ccccc4c3=O)C(=O)N2CCCN2CCOCC2)cc1OCC (stereo not drawn)	-0.3	1.0	-0.2	-1.5	0.2	1.1	-3.2	-1.4	0.8
COc1ccc(Cc2c(-c3cccc(Br)c3)nc3ccc(Cl)cn23)c(C)c1	-3.5	·	·	·	-0.5	0.0	-7.9	·	·
CCOC(=O)/C(=N\Nc1ccccc1)c1csc(Nc2ccc(C)cc2)n1	-1.5	11.0	i	-4.3	-2.4	-0.8	-0.1	-0.5	-0.9
COc1ccc(-c2ncc(CN3CCN(CCC(C)C)C(CCO)C3)cn2)cc1 (stereo not drawn)	3.9	1.9	-0.6	-12.4	·	1.2	-3.6	1.0	-5.7

Entries of single compounds, looked up by structure. Values in the order: Mtb FBA inh	GDH-TPI inh	BH1578 lux ind	Yp Topo-I inh	BioA inh	TcdB inh	FadD28 binding	PfHsp40 rescue	Mtb UGM inh
CCOc1ccc(C2c3c(oc4ccccc4c3=O)C(=O)N2CCCN2CCOCC2)cc1OCC (stereo not drawn) in the list: -0.3	1.0	-0.2	-1.5	0.2	1.1	-3.2	-1.4	0.8
CCOC(=O)/C(=N\Nc1ccccc1)c1csc(Nc2ccc(C)cc2)n1 in the list: -1.5	11.0	i	-4.3	-2.4	-0.8	-0.1	-0.5	-0.9
Nc1ncc(P(=S)(N2CCOCC2)N2CCOCC2)s1 in the list: -1.9	7.8	i	0.4	1.7	·	-0.9	-0.1	1.1

(more compounds)
SMILES	Mtb FBA inh	GDH-TPI inh	BH1578 lux ind	Yp Topo-I inh	BioA inh	TcdB inh	FadD28 binding	PfHsp40 rescue	Mtb UGM inh
Fc1ccccc1OCCCCCN1CCCC1	-2.5	3.7	-1.2	10.6	-0.1	·	-2.0	-1.1	-0.7
CCCN1C(=O)/C(=C/c2c(N3CCNC(=O)C3CC(=O)OCC)nc3c(C)cccn3c2=O)SC1=S (stereo not drawn)	-2.4	-5.4	-0.2	1.0	-10.5	·	-0.3	1.1	0.4
CCc1ccc(N2CC(C(=O)N3CCN(c4ccccn4)CC3)CC2=O)cc1 (stereo not drawn)	13.3	2.4	-0.6	-0.1	-0.5	0.6	-0.8	0.5	-0.1
Cc1nn(CC(=O)N2CCCC2)c(=O)c2nn(-c3ccccc3)c(C)c12	5.3	6.9	i	-0.2	5.4	0.8	1.4	-0.6	-1.9
COc1ccc(NC(=S)NC2CCCCCC2)c(OC)c1	-0.9	-4.0	-0.2	-3.4	·	1.2	-3.1	1.7	0.3
CCOC(=O)c1ccc(NC(=S)N2CCC(C(N)=O)(N3CCCCC3)CC2)cc1	1.2	-5.0	-0.6	17.5	·	1.0	-0.4	-0.5	-2.0
COC(=O)C1=C(C(=O)OC)[C@@H]2N(C)c3ccc(OC)cc3[C@@]23C[C@@H](C(=O)OC)N(S(=O)(=O)c2ccc(OC)cc2)C3=N1	2.5	6.9	-0.8	-5.7	-3.0	-0.1	-0.2	-1.9	0.7
O=C(Nc1ccc(Br)cc1F)c1ccc2c(c1)N(Cc1ccccc1)C(=O)CS2=O (stereo not drawn)	0.8	2.0	-0.4	13.9	-0.6	0.4	-8.7	0.3	-0.8
COc1ccccc1OCCNC(=O)c1ccccc1C	0.8	-2.4	-0.9	5.9	0.7	·	-2.9	-1.2	-0.4
COc1ccc(OC)c(NS(=O)(=O)c2cccc3cccnc23)c1	-0.2	0.0	-1.1	5.1	-0.2	-3.3	·	-0.6	-3.7

Rows were taken by chance; about 4.6% have a hit in one of these screens.
